FBW7 activator = human FBW7 E3 ligase activation, primary screen | Q969H0 | AlphaScreen FBW7–phospho-cyclin E peptide binding, activator screen | normalized activity (activation), % at 26.1 µM | 650,000 compounds, 0.13% hits | AID 1259310; in the data active means normalized activity above about 1.9%;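 further: purified mutant Fbw7 with reduced substrate affinity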
TEAD-YAP block = TEAD-YAP interaction inhibition; HEK-TIYL cells, TEAD-Gal4/YAP UAS-luciferase luminescence; inhibition, % at 9.12 µM; 640,000 compounds, 1.4% hits; AID 1259422; in the data active means inhibition above about 32%;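 further: 0% = median of test compound wells and 100% = reference inhibitor wells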
MITF primary = blocks human microphthalmia-associated transcription factor; AID 1259374; AlphaScreen MITF homodimerization, bead proximity signal; O75030; 650,000 compounds, 0.91% hits; inhibition, % at 2.6 µM; in the data active means inhibition above about 50%;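 further: 0% = vehicle wells with protein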
Target sequence (O75030 whole entry, looked up): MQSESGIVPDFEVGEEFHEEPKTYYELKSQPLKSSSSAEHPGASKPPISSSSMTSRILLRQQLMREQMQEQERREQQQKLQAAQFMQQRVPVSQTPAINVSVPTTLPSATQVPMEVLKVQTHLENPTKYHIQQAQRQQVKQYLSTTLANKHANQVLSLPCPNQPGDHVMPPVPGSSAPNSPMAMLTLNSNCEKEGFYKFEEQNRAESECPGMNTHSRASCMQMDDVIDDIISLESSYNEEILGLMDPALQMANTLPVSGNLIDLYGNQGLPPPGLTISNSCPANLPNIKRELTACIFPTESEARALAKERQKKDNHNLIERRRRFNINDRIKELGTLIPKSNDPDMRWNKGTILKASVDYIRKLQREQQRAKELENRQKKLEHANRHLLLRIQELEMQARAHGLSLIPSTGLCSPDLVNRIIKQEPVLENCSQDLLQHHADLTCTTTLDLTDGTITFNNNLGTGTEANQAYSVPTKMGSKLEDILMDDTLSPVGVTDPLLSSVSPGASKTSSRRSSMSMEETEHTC
GPR151 activ = human GPR151 activation. 650,000 compounds, 1% hits. activation, % at 11.2 µM. Q8TDV0. AID 1508602. PathHunter beta-arrestin GPR151 cells, luminescence; in the data active means activation above about 4.9%;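 further: 0% = median of compound wells and 100% = cells with positive control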
Target sequence (Q8TDV0 whole entry, looked up): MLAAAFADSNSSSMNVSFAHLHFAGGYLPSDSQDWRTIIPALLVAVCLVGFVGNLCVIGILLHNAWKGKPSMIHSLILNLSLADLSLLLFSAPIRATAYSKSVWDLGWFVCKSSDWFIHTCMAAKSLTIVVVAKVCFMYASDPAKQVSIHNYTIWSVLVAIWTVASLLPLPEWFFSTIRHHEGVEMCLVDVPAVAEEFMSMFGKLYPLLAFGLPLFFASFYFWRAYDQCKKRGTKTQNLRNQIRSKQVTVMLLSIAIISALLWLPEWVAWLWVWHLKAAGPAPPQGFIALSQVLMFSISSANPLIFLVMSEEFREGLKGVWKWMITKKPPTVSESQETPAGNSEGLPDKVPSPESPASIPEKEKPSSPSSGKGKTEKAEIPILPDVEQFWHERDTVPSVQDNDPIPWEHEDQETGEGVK
Numbers without * were called inactive. Compounds as they come; 3.5% or so of the library scored in one or more.

compound	TEAD-YAP block	FBW7 activator	GPR151 activ	MITF primary
COCCn1c(SCC(=O)N2c3ccccc3CC2C)nnc1-c1ccco1 (centres undefined)	2.0	0.4	1.9	-9.9
O=C(CSc1nc2ccccc2c(=O)n1Cc1ccco1)N1CCCCCC1	2.9	0.0	-0.4	8.4
O=c1oc(-c2ccncc2)nn1Cc1ccccc1F	24.2	0.3	2.3	-1.8
CCNc1cc(Nc2ccc(Br)cc2)c([N+](=O)[O-])c2nonc12	-1.7	-0.2	-0.7	9.5
Cc1cc(NC(=O)COc2cccc(Oc3ccccc3)c2)no1	9.2	0.2	-0.2	5.7
CCOc1ccccc1-c1nnc(SCC(=O)NC2CC3CCC2C3)o1 (centres undefined)	10.2	0.4	-0.8	-2.6
CCOC(=O)N1CCN(C(=O)CN(Cc2ccc(Br)cc2)S(=O)(=O)c2ccccc2)CC1	-4.5	-0.1	-0.9	2.6
Cc1cc(C)c2oc(-c3cccc(NC(=O)COc4cccc(C)c4C)c3)nc2c1	-6.8	0.2	1.6	3.6
CCCOc1ccccc1N1C(=O)C=CC1=O	-3.9	-0.1	-0.3	-8.6
O=C(C[n+]1ccccc1)N/N=C/c1cccs1	8.2	0.0	6.1*	12.0
CCOC(=O)N1CCN(c2c(NCc3ccccc3OC)c(=O)c2=O)CC1	4.0	0.0	-1.6	5.6
CCOC(=O)CN1C(=O)C(=O)c2ccccc21	1.9	0.1	-0.5	15.2
O=C(NCC1CCN(S(=O)(=O)C2CC2)CC1)c1cccc(F)c1	-2.8	0.2	1.1	9.7
CC(CO)(CO)N=Cc1c(O)[nH]c(=O)[nH]c1=O	-1.1	-0.2	-0.4	-7.7
CCOC(=O)c1sc2nc(SCc3cccc(Br)c3)n(Cc3ccc4c(c3)OCO4)c(=O)c2c1C	-1.3	0.1	0.0	15.1
Fc1ccc(-c2ccc(SCc3cccnc3)nn2)cc1	-59.4	0.3	-0.9	4.3
CN(C)CCNC(=O)c1cccc(Br)c1	4.9	0.1	-1.1	-0.3
Cc1nn(S(=O)(=O)c2ccc(Br)cc2)c(C)c1Sc1ccc(Cl)cc1	-0.3	0.2	-1.2	20.4
CC(NC(=O)NC1CCCCC1)c1ccccc1 (centres undefined)	-9.1	0.0	-0.4	-10.6
CN1C(=O)/C(=C/c2ccc(OCc3ccc(C(=O)O)cc3)c(Cl)c2)NC1=S	7.3	-0.1	0.7	-6.8
CCOC(=O)N1CCC(N2C(=O)c3ccccc3C2Nc2cc(C)cc(C)c2)CC1 (centres undefined)	11.7	-0.2	0.1	6.4
O=C(CN1CCC(O)(c2ccccn2)CC1)NCc1ccc(F)cc1	-1.8	-0.1	1.1	7.0
O=S(=O)(Cc1ccccc1Cl)NCC(c1cccs1)N1CCOCC1 (centres undefined)	7.9	-0.1	0.4	-3.0
CCOc1ccccc1Nc1ncnc2c1cnn2-c1ccc(Cl)cc1	1.7	-0.1	2.4	-2.2
CCOC(=O)CSc1nnc(CN2C(=O)c3cccc4cccc(c34)C2=O)n1-c1ccccc1	7.5	0.1	-1.1	11.2
O=C(NCc1ccccc1)NC(=O)c1ccccc1F	-19.2	0.9	-1.9	13.7
COc1ccc(CC(=O)Nc2ccc(S(=O)(=O)N3CCCC3)cc2)cc1	18.7	0.0	1.4	8.8
COc1ccc(OCCOC(=O)c2cc(=O)c3ccccc3o2)cc1	-6.6	-0.1	-1.1	3.9
COCc1ccc(CN2CCN(Cc3ccccc3)C(CCO)C2)o1 (centres undefined)	11.9	-0.1	1.1	2.7
COc1ccc(-c2csc(NC(=O)c3ccc(Oc4ccccc4)cc3)n2)c(OC)c1	4.1	0.0	-0.4	-1.5
CN(C)S(=O)(=O)c1ccc(S(=O)(=O)N2CCCN(Cc3ccccc3)C2)cc1	6.2	0.1	0.0	16.4
COc1ccc(N2Cc3cccc(C(=O)NCC(OC)OC)c3C2=O)cc1	-8.7	-0.2	0.4	-19.1
CCn1c(CNC(=O)c2ccccc2F)nnc1SCC(=O)Nc1cccc(OC)c1	5.6	1.1	-0.5	-3.2
Cc1ccc([N+](=O)[O-])cc1N(CC(=O)Nc1ccc(Cl)cc1)S(C)(=O)=O	-10.0	0.4	-0.6	1.4
O=C1NCCCC1C(=O)N1CCN(C(=O)c2ccco2)CC1 (centres undefined)	0.3	0.1	-0.8	4.8
COc1ccc2[nH]c(CN3CCN(CC(C)C)C(CCO)C3)c(C)c2c1 (centres undefined)	1.2	0.0	1.1	5.8
CCc1nc2c(Cl)cc(Cl)cc2c(=O)o1	-5.3	0.3	0.0	8.4
O=C1CC(c2noc(-c3cccc(F)c3)n2)CN1Cc1cccs1 (centres undefined)	6.6	0.3	-1.8	10.7
COc1nc(C)nc(NC(=O)NC(=O)c2c(Cl)nc(C)c(Cl)c2C)n1	1.1	-0.1	0.2	-1.2
O=C(NC1CCCC1)C(=O)N1CCCC1	2.4	0.0	-0.7	-3.2

Entries above that contain bromine (5):
compound	TEAD-YAP block	FBW7 activator	GPR151 activ	MITF primary
CCNc1cc(Nc2ccc(Br)cc2)c([N+](=O)[O-])c2nonc12	-1.7	-0.2	-0.7	9.5
CCOC(=O)N1CCN(C(=O)CN(Cc2ccc(Br)cc2)S(=O)(=O)c2ccccc2)CC1	-4.5	-0.1	-0.9	2.6
CCOC(=O)c1sc2nc(SCc3cccc(Br)c3)n(Cc3ccc4c(c3)OCO4)c(=O)c2c1C	-1.3	0.1	0.0	15.1
CN(C)CCNC(=O)c1cccc(Br)c1	4.9	0.1	-1.1	-0.3
Cc1nn(S(=O)(=O)c2ccc(Br)cc2)c(C)c1Sc1ccc(Cl)cc1	-0.3	0.2	-1.2	20.4

Next section
compound	TEAD-YAP block	FBW7 activator	GPR151 activ	MITF primary
COc1ccc(/C=C(\NC(=O)c2ccco2)C(=O)Nc2ccc(C)c(C)c2)cc1	6.2	0.0	-0.2	-5.5
Cc1ccc(C)c(N2CCN(C(=O)c3cccc(-n4cnnn4)c3)CC2)c1	-2.9	-0.1	-0.1	-4.8
COc1ccc(CN2CCN(Cc3ccc(SC)cc3)CC2)c(OC)c1	11.7	-0.2	-0.2	69.6*
CC(=O)c1ccc(NC(=O)CCN2C(=O)c3ccccc3Sc3ncccc32)cc1	-3.1	-0.2	0.7	-4.7
COc1ccc(COC(=O)C2=C(C)NC3=C(C(=O)CC(C)(C)C3)C2c2ccc(Cl)cc2)cc1 (centres undefined)	7.8	0.1	1.0	17.8
CN(C)CCOC1c2ccccc2-c2ccccc21	1.7	-0.2	2.0	21.9
CCOC(=O)c1c(NC(=O)CSc2nnc(CNC(=O)c3ccccc3OC)n2C)sc2c1CCCC2	-1.9	-0.1	-1.4	-3.1
COc1cccc(CC2(CO)CCN(Cc3ccc4c(c3)OCCO4)CC2)c1	2.2	0.0	-0.9	11.5
CCc1c(C)sc(NC(=O)c2ccc(OC)cc2OC)c1C(N)=O	-8.0	-0.1	0.5	14.0
COc1ccc(OC)c(C2C(C(=O)Nc3ccc(F)cc3)=C(C)NC3=C2C(=O)CC(C)(C)C3)c1 (centres undefined)	3.9	-0.1	0.9	4.9
CS(=O)(=O)N1CCN(C(=O)c2ccccc2Cl)CC1	-2.8	-0.1	-0.2	-7.5
CCc1nnc(-c2cccc(OCC(=O)NCc3ccc(C)cc3)c2)o1	3.1	0.2	-1.8	1.9
NC(=O)C1CCN(C(=O)c2cccc(S(=O)(=O)N3CCc4ccccc43)c2)CC1	-3.0	0.3	1.4	6.6
FC(F)(F)c1cccc(Nc2nc3ccccc3[nH]2)c1	-20.3	0.8	0.6	9.3
NC(=O)c1ccccc1NC(=O)c1noc2c1COc1ccccc1-2	-14.5	0.4	-3.6	3.1
Cc1cc(C(F)F)n2nc(C(=O)Nc3c(C)nn(Cc4ccccc4C)c3C)nc2n1	-3.4	-0.2	0.8	-10.0
Cc1ccc(NC(=O)CSc2ncc(S(=O)(=O)c3ccccc3)c(=O)[nH]2)cc1	10.6	0.0	0.2	11.2
C#CCN(C)C(=O)c1cnc2ccccn12	-9.6	0.5	0.5	14.9
O=C1CCN(c2nc3cc(F)ccc3n3ccnc23)CCN1	-2.6	0.2	-0.2	25.3
CN(C)/N=C/c1cn(-c2ccccc2)nc1-c1cccs1	-9.5	0.1	0.9	-5.3
O=C(CCCn1c(SCC(=O)c2ccc(Br)cc2)nc2cc3c(cc2c1=O)OCO3)NCc1ccc2c(c1)OCO2	-2.8	0.3	0.6	4.5
CCOc1cccc(NC(C)=O)c1	-10.8	0.0	0.7	3.1
CN(Cc1cscn1)C(=O)C1CC12CCN(Cc1c(F)cccc1Cl)CC2 (centres undefined)	-1.6	-0.1	-1.0	9.6
O=C(O)CNC(=O)/C=C/c1ccc(Cl)cc1Cl	5.2	0.7	0.1	13.2
Cc1ncc(CN2CCCC(C(=O)Nc3ccccc3Oc3cccnc3)C2)n1C (centres undefined)	-1.6	-0.1	-0.7	-2.7
N#CC(C#N)C(C#N)(C#N)CC(=O)C1CC2C=CC1C2 (centres undefined)	7.9	-0.1	-0.4	16.8
COc1ccc(C2=N/C(=C/c3cc(OC)c(OC)c(OC)c3)C(=O)O2)cc1Br	-8.3	0.0	-0.9	-5.4
CC1(C(=O)NC(=S)Nc2nccs2)CC1(Cl)Cl (centres undefined)	-7.9	-0.3	3.0	-13.7
N#Cc1c(N)nc2c(c1-c1ccc(Cl)cc1)CCCCC2	-10.6	0.0	0.4	-3.1
O=C(c1ccco1)N1CCN(C(=S)Nc2ccccc2Cl)CC1	-1.9	0.0	-1.6	-8.1
COc1ccc(NS(=O)(=O)c2cccc3nsnc23)cc1	3.9	0.0	-1.0	6.3
Cc1ccc(NC(=O)CN(C)C(=O)[C@@H](NC(N)=O)C(C)C)cc1	-0.2	0.0	-0.7	-3.0
CN(C)c1ccc(/C=N/N2CC(O)=C(c3nc(-c4ccc(Cl)cc4)cs3)C2=N)cc1	5.2	-0.1	0.6	7.0
O=C(CCCCC(=O)N/N=C/c1ccncc1)N/N=C\c1ccncc1	14.2	0.6	-0.6	1.1
Cc1ccc(NC(=O)c2nn3c(c2Br)NC(c2cccs2)CC3C(F)(F)F)cc1C (centres undefined)	-1.3	0.1	7.1*	-0.2
O=C(Nc1cc(Cl)cc(Cl)c1)c1ccc(F)c(S(=O)(=O)NCc2ccccc2)c1	-0.5	-0.1	0.8	-14.5
COc1ccc(C(=O)N2CCN(Cc3ccc([N+](=O)[O-])cc3)CC2)cc1	13.0	0.0	0.1	38.1
O=C(O)CCCC(=O)N1CCc2cc(S(=O)(=O)NC3CCCC3)ccc21	10.7	-0.1	0.7	8.4
CC1(C)CC(NC(=O)C2CC(CCc3ccccc3)=NO2)CCO1 (centres undefined)	3.7	0.3	-0.3	8.1
COc1ccc(C(=O)Nc2nnc(-c3ccc(Br)cc3)s2)cc1OC	-13.4	-0.2	-0.3	-1.9
CCC(Sc1nc2ccccc2c2nc(-c3ccc([N+](=O)[O-])cc3)nn12)C(=O)Nc1ccc2c(c1)OCO2 (centres undefined)	-14.8	0.0	-1.1	-0.7
CC(C)C(O)c1ccc2c(c1)CN(C(=O)c1ccc3c(c1)OCO3)CCO2 (centres undefined)	-1.0	0.2	-0.5	-6.2
CC(=O)Nc1ccc(S(=O)(=O)N2CCN(C(=O)c3ccncc3)CC2)cc1	5.2	0.1	0.3	-8.9
Cc1cc(-n2cnnn2)ccc1C(C)C	-17.6	0.0	0.1	-1.7
O=C(Nc1ccccc1)N1CCCC(N2CCN(c3ccccc3)CC2)C1 (centres undefined)	0.3	0.0	1.9	-6.8
Cc1ccc(S(=O)(=O)N2CCC(C(=O)OCc3ccc(Cl)c(Cl)c3)CC2)cc1	10.1	0.0	1.2	1.4
CCOC(=O)C1=C(C)N=c2s/c(=C\c3ccc(OC(C)=O)c(OCC)c3)c(=O)n2C1/C=C/c1ccccc1 (centres undefined)	0.2	-0.1	-0.1	-10.2
O=C(c1ccc(OC2CCN(Cc3ccccn3)CC2)cc1)N1CCC(O)CC1	3.4	0.3	-2.0	10.6
COc1ccc(C(C)=O)cc1COC(=O)COc1ccccc1[N+](=O)[O-]	-12.6	-0.1	1.2	-7.8
COC(=O)c1cccc(NC(=O)CCCCCCC(=O)Nc2cccc(C(=O)OC)c2)c1	2.6	-0.1	0.9	5.3
CCOc1ccc(NC(=O)CN2N=NC3C(=O)N(c4ccc(Cl)cc4)C(=O)C32)cc1 (centres undefined)	7.8	0.2	5.7*	2.3
CCCCCn1c(C(C)O)nc2ccccc21 (centres undefined)	3.8	0.0	-0.6	3.7
FC(F)(F)c1cccc(NC(=S)N(CCN2CCCCCC2)Cc2cccs2)c1	-2.3	0.0	0.7	2.4
COc1ccc(/C=C2\SC(c3ccccc3)=NC2=O)cc1	-20.3	-0.1	-0.5	11.0
COC(=O)C1=C(C)Nc2nnnn2C1c1cc(C)ccc1C (centres undefined)	6.9	-0.1	0.3	-12.6

Source: PubChem BioAssay (The Scripps Research Institute Molecular Screening Center)
